Eya2 inh = qHTS Assay for Inhibitors of the Phosphatase Activity of Eya2; recombinant Eya2, OMFP fluorescence dephosphorylation (OMFP is methylfluorescein phosphate); AID 488837, 2010; 0.006% of 330,000 active; Potency, µM (highest dose often 76.9 µM), without a hit: top-dose activity, negative = inhibition, usual class: inhibitors; Protein phosphatase EYA2 (Homo sapiens), O00167; also: potency is read from the fitted curve at half-maximal effect
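Eya2 protein (added as 0.2 uM solution) was preincubated with compound for 10 min at ambient temperature in 50 mM HEPES pH 7.5, 50 mM NaCl, 5 uM MgCl2, 0.05% BSA, 1 mM DTT. OMFP (added at 50 uM) then reacted 10 min; fluorescence read at 485/525 nm.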
GALK inhibitor = qHTS Assay for Inhibitors of Human Galactokinase (GALK); Purified GALK, Kinase-Glo residual ATP luminescence; 0.007% of 270,000 active; Potency, µM (top dose mostly 57.5 µM), inactives show at the highest dose activity change, negative = inhibition, hits mostly inhibitors; AID 1868, 2009; also: potency is read from the fitted curve at half-maximal effect
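The enzyme phosphorylates galactose (100 uM) using ATP (35 uM); inhibition is detected as higher residual ATP, quantified by bioluminescence after 1 h reaction at room temperature, pH 8.0.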
Chronic BCR inh = qHTS Assay to Find Inhibitors of Chronic Active B-Cell Receptor Signaling; 0.05% of 340,000 active; ABC-DLBCL IkBa-CBG/CBR reporter, luminescence ratio, 4 h; AID 493014, 2011; Potency, µM (highest dose often 46.1 µM), without a hit: at the top dose ratio change, negative = lower green/red ratio, usual class: inhibitors; active = well fitted inhibition curve with a large enough effect in the signal ratio, with a control signal flat, not every such curve was filed as active; inconclusive = small, poorly fitted or top-dose-only effect, or effect the other way, or a change in a side signal; the % refers to the signal ratio;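 also: potency is read from the fitted curve at half-maximal effect; plate controls were basal doxycycline-induced cells for no effect and cells given 10 µM MG132 for full effect; MG132 reads +100%, hits lower the ratio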
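Cell line TMD8 (human ABC DLBCL), stably expressing tet-inducible CBG68-IkBa fusion and CBR; IMDM/0.5% FBS; cpd up to 46 uM; dox induction, 4 h, 37C/5% CO2; dual luminescence; green/red ratio; MG132 control.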
USP2a inh = qHTS Assay for Inhibitors of Ubiquitin-specific Protease USP2a Using CHOP2 as the Reporter; 0.01% of 330,000 active; Ubiquitin carboxyl-terminal hydrolase 2 (Homo sapiens), O75604; Potency, µM (series often up to 38.3 µM), for the others: at the highest dose activity change, negative = inhibition, usual class: inhibitors; USP2 core, Ub-CHOP2 coupled fluorogenic reporter, 485/531; AID 463254, 2010;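 also: potency is read from the fitted curve at half-maximal effect; plate controls were DMSO wells for no effect and full inhibition by NEM control for full effect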
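Deubiquitinase activity read as fluorescence (485/531 nm) after Ub-CHOP2 cleavage activates the enterokinase reporter on its substrate; USP2 core 10nM, Ub-CHOP2 and substrate 25nM each, 30min compound preincubation then 60min RT; data normalized to NEM, curves fitted.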
KCNH2 3.1 block = qHTS for Inhibitors of KCHN2 3.1: Mutant qHTS; Potassium voltage-gated channel subfamily H member 2, brain isoform KCNH2 3.1 (human); U2OS KCNH2 3.1, thallium flux FluxOr; active compounds read low; activity change, % (tested at about 1.8 µM); 0.95% of 340,000 active; AID 720553, 2013;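 active = maximum activity change below -70%; inconclusive = maximum activity change from -70% to -50%; inactive = maximum activity change above -50%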;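 also: thallium influx rate constant from kinetic fluorescence after stimulation buffer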
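Measured as rate of thallium-driven FluxOr signal in transduced U2OS cells carrying the 3.1 channel, read kinetically for 2 min upon stimulation; values are rate constants scaled to DMSO control wells.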
B2AR arrestin = qHTS assay of beta-arrestin-biased ligands of beta2-adrenergic receptor | Potency, µM (doses to about 46.1 µM), for inactives: at the highest dose activation, hits mostly activators | Beta-2 adrenergic receptor (Homo sapiens), P07550 | beta-arrestin recruitment to beta2AR, cell-based reporter | 0.02% of 330,000 active;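 also: potency is read from the fitted curve at half-maximal effect; 0% = DMSO controls and full agonism = EC100 isoproterenol or metaproterenol; nearly all actives have a fitted effect of over 65% in size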
Giardia killer = Small Molecules that selectively kill Giardia lamblia: qHTS. Giardia lamblia trophozoite viability. activity change, % at 7.66 µM, hits read low. 0.15% of 340,000 active. AID 540267, 2011; in the data active = activity change below about -80%; inconclusive = between about -30% and that limit;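 also: parasites exposed to compound for two days anaerobically before the ATP read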
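Luminescence from cellular ATP indicates surviving trophozoites (100 cells/well) following 48 hrs anaerobic compound treatment at 37 deg C; signal develops 15-30 min at room temperature.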
uPA surface inh = qHTS for Inhibitors of Cell Surface uPA Generation | AID 540303, 2011 | cell surface uPA generation assay, qHTS | Potency, µM (titrated, usually from 38.3 µM), for inactives: top-dose activity change, negative = inhibition, actives largely listed as inhibitors | 0.31% of 330,000 active; active = well fitted inhibition curve with a large enough effect; inconclusive = small, poorly fitted or top-dose-only effect; inactive = no such curve, though single readings can be large or run the other way; tested in mouse RAW 264.7 cells; also: potency is read from the fitted curve at half-maximal effect; nearly all actives have a fitted effect of over 55% in size
PKM2 activator = qHTS Assay for Activators of Human Muscle isoform 2 Pyruvate Kinase; AID 1631, 2009; Pyruvate kinase PKM (Homo sapiens), P14618; Potency, µM (highest dose often 57.5 µM), for the others: at the highest dose activation, actives largely listed as activators; purified PKM2, Kinase-Glo ATP luminescence, activation; response scale: 0% is enzyme alone, no compound; 0.34% of 260,000 active; also: potency is read from the fitted curve at half-maximal effect; nearly all actives have a fitted effect of over 55% in size
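Kinase-Glo luminescence reports ATP generated from ADP (0.1 mM) and PEP (0.5 mM) by purified hPK-M2 after 1 h at room temperature, pH 7.2 imidazole buffer; intermediate enzyme activity allows detecting inhibitors and activators.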
hERG WT inh = qHTS for Inhibitors of KCHN2 3.1: Wildtype qHTS | U2OS, BacMam KCNH2, thallium flux FluxOr; active compounds read low | activity change, % at 1.84 µM | 0.37% of 340,000 active | Voltage-gated inwardly rectifying potassium channel KCNH2 (Homo sapiens), Q12809 | AID 720551, 2013;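 active = maximum activity change below -70%; inconclusive = maximum activity change between -70% and -50%; inactive = maximum activity change above -50%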
Target sequence (Q12809 whole entry, looked up): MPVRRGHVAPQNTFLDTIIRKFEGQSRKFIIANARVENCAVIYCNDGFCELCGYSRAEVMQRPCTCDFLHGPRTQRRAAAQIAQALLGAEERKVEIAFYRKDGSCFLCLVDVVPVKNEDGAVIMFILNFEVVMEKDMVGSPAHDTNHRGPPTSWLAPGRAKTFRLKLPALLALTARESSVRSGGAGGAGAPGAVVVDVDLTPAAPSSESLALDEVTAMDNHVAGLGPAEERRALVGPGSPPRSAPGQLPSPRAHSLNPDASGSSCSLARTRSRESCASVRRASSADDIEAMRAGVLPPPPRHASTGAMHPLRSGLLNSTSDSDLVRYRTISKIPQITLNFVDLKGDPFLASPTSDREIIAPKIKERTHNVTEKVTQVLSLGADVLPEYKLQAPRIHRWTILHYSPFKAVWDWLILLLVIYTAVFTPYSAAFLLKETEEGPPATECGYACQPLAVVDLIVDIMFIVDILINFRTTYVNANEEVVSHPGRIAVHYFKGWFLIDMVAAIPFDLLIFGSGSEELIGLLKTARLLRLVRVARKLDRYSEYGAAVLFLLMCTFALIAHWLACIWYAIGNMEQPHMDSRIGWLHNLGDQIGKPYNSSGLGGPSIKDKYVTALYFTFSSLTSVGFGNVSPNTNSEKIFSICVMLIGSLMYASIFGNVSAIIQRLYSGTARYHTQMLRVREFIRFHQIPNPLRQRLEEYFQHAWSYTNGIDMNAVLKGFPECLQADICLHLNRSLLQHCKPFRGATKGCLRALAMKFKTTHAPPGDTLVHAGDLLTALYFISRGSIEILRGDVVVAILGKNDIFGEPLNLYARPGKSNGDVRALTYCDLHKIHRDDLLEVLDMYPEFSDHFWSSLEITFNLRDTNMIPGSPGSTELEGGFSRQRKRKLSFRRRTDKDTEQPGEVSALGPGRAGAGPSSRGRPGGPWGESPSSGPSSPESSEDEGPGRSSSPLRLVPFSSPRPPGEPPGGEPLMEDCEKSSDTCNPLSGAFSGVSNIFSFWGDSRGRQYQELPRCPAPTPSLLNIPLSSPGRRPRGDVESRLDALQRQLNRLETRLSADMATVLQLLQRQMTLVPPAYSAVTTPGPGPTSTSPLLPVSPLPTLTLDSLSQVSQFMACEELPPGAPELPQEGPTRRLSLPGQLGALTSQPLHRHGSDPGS
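U2OS cells transduced with wild-type KCNH2 virus are loaded with FluxOr dye for 45 min, and thallium flux is measured in kinetic reads before and after stimulation buffer. Rate constants are normalized to DMSO controls.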
Coupling enz = qHTS Assay for Inhibitors of Fructose-1,6-bisphosphate Aldolase from Giardia Lamblia: Coupling assay counterscreen | activity change, negative = inhibition, % at 58.2 µM, hits read low | 0.67% of 290,000 active | coupling enzyme system counterscreen, AmpLite Red fluorescence; in the data active = activity change below about -30%
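Activity here indicates interference with the coupling reaction, not aldolase inhibition. Compounds at 57.5 uM final met coupling enzymes for 10 min at RT; substrate and AmpLite Red detection followed, with a 525/598 nm fluorescence read after 20 min.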
The depositor's hits bear a star; u = inconclusive; x = no result given; [ ] = another dose, or the depositor's remark. Unless noted, calls follow the shape of the dose curve; as a rule, active = well fitted curve in the direction sought with a large enough effect; inconclusive = small, poorly fitted or top-dose-only effect, or another doubt; inactive = no such curve, though single readings can be large; an effect the other way counts as inactive or inconclusive. Unless noted, % is scaled to controls: 0 for no effect and ±100 for the full control effect.

SMILES | Eya2 inh | GALK inhibitor | Chronic BCR inh | USP2a inh | KCNH2 3.1 block | B2AR arrestin | Giardia killer | uPA surface inh | PKM2 activator | hERG WT inh | Coupling enz
c1ccc(CC2CCN(C(c3cccs3)c3nnnn3C3CCCC3)CC2)cc1 (stereo not given) | 0% | -1% | -31% | 3% | -13 | -0.3% | 7 | -1% | 8% | -2 | 0
Cc1cc[n+](CC(=O)Nc2ccccc2)cc1 | -6% | 2% | 1% | -2% | -3 | -0.6% | -5 | -2% | 10% | 2 | -5
CCOc1cc(/C=C2/C(=N)N3N=C(C)SC3=NC2=O)ccc1OS(=O)(=O)c1ccc(C)cc1 | 8% | -2% | 15% | 2% | 5 | -0.1% | -5 | 1% | 30% | 3 | 6
COc1ccc(C(=O)NC2CCSC2=O)cc1 (stereo not given) | -25% | 0% | 7% | -1% | 4 | -0.5% | 8 | -3% | 0% | -1 | -2
Cc1n[nH]c(C)c1Cc1c(F)cccc1Cl | 11% | x | 3% | 2% | 10 | -0.6% | -16 | 9% | 1% | 4 | -4
CCCCCCN1C2=NCCN2c2ccccc21 | -11% | 0% | -4% | -4% | u | 0.2% | 27 | -4% | -6% | 40 | 3
CN1N=C(C(=O)N2CCc3c([nH]c4ccccc34)C2c2ccccc2Cl)CCC1=O (stereo not given) | 12% | -1% | u | -2% | 18 | -0.1% | -7 | 0% | 0% | 8 | -1
Cc1ccc(NC(=O)CSc2nnc(CNC(=O)c3ccco3)o2)cc1Cl | 3% | 8% | -1% | 3% | 7 | 0.0% | 3 | -8% | x | 1 | 0
CCOC(=O)c1ccc(-c2c(-c3ccc(OC)cc3)oc(=O)c3cc(OC)c(OC)cc23)cc1F | 19% | x | -10% | -1% | 18 | 0.3% | 2 | 11% | x | -2 | x
CC(C)=CCN1CCN(CCCc2ccccc2)CC1CCO (stereo not given) | -5% | 3% | u | 3% | -3 | -0.2% | 24 | 3% | -6% | 0 | 0
Cc1cc(C)c2nc(N3CCCC(C(=O)NCCN4CCOCC4)C3)sc2c1 (stereo not given) | -1% | -1% | 2% | -5% | -8 | -1.4% | -6 | 2% | -1% | -12 | 1
CC(=O)C1=C(O)CC(C)(C)CC1=NCCc1nc2ccccc2[nH]1 | u | 2% | -4% | 1% | 2 | 0.0% | 20 | -6% | x | -3 | 2
CCCOc1ccc(NC(=O)CCC(=O)NC(C)c2ccccc2)cc1 (stereo not given) | 11% | x | 0% | 2% | 0 | -0.4% | -8 | 8% | 4% | 2 | -1
c1nc(COc2nsnc2N2CCOCC2)cs1 | -3% | -2% | -8% | -5% | -10 | 0.2% | -13 | 4% | -11% | 28 | 0
COCc1nnc(NC(=O)C2CC(=O)N(C3CCCC3)C2)s1 (stereo not given) | -2% | 8% | 4% | -1% | 1 | -0.4% | 4 | 0% | -1% | -6 | 1
O=C(O)CSc1ccc(NC(=O)Nc2ccccc2F)cc1 | 13% | 14% | u | -2% | -4 | -0.2% | -7 | -26% | -48% | -3 | 4
CC(C)c1ccc(NC(=O)CCN2C(=O)c3ccc([N+](=O)[O-])cc3C2=O)cc1 | 14% | 0% | 0% | 1% | -9 | 0.0% | 0 | x | 1% | 24 | 2
COc1ccc(-c2nn(Cc3ccccc3)cc2C(=O)N2CCN(c3ccccn3)CC2)cc1OC | 17% | x | u | 0% | -7 | 0.1% | 1 | -7% | x | -9 | x
CCOC(=O)/C(C#N)=C1/SC(C)C(=O)N1c1ccc(Br)cc1 (stereo not given) | 15% | -2% | 15% | 2% | 2 | -0.7% | -14 | 0% | 2% | -2 | 4
O=C(NOCc1ccccc1)c1coc(-c2ccccc2)n1 | 5% | x | 0% | 0% | 26 | -0.4% | 8 | -6% | x | 1 | x
O=C(COc1ccc(Cl)cc1)Nc1ncccn1 | 3% | 0% | -10% | 3% | 2 | -1.0% | -6 | x | -8% | 3 | 3
Cc1nc2ccccc2c(=O)n1NS(C)(=O)=O | -8% | 1% | 1% | 0% | -1 | -0.1% | -13 | 3% | -13% | 7 | 2
Cc1ccc(S(=O)(=O)N(Cc2ccc([N+](=O)[O-])cc2)C(=O)N2CCN(C)CC2)cc1 | 0% | x | 3% | 4% | -2 | -0.1% | -13 | -1% | x | -6 | x
CC(=O)Nc1ccc(OCC(=O)c2ccc(C)cc2C)cc1 | -2% | -4% | -9% | -1% | -2 | 0.5% | -8 | -2% | 1% | -7 | 0
CCCCc1c(C(=O)O)cc(OC)cc1C(=O)O | -5%[15.4 µM] | 1% | u | 2% | -2 | -0.6% | 2 | 1% | -5% | 8 | -5

The closing 3 entries of the part above are carried over, then new ones follow:
SMILES | Eya2 inh | GALK inhibitor | Chronic BCR inh | USP2a inh | KCNH2 3.1 block | B2AR arrestin | Giardia killer | uPA surface inh | PKM2 activator | hERG WT inh | Coupling enz
Cc1ccc(S(=O)(=O)N(Cc2ccc([N+](=O)[O-])cc2)C(=O)N2CCN(C)CC2)cc1 | 0% | x | 3% | 4% | -2 | -0.1% | -13 | -1% | x | -6 | x
CC(=O)Nc1ccc(OCC(=O)c2ccc(C)cc2C)cc1 | -2% | -4% | -9% | -1% | -2 | 0.5% | -8 | -2% | 1% | -7 | 0
CCCCc1c(C(=O)O)cc(OC)cc1C(=O)O | -5%[15.4 µM] | 1% | u | 2% | -2 | -0.6% | 2 | 1% | -5% | 8 | -5
COc1ccnc2c1c(=O)n(Cc1ccccc1Cl)c(=O)n2C | 8% | 5% | 6% | 2% | 5 | -0.5% | -11 | -5% | -2% | -2 | 6
O=C(CN1C(=O)NC2(CCCCC2)C1=O)NCCC1=CCCCC1 | 1% | 5% | 1% | 1% | -1 | 0.0% | -15 | 9% | -5% | 7 | 0
O=C(C[n+]1cccc(NC(=O)c2ccccc2)c1)c1cccc([N+](=O)[O-])c1 | -25% | 0% | 3% | 0% | x | 0.5% | -2 | -4% | 3% | -8 | 0
CCOc1cccc(CN2CCCC(C(=O)c3cc(Cl)ccc3OC)C2)c1O (stereo not given) | -5% | 0% | 13% | 3% | -115* | 0.0% | -14 | -5% | 0% | -105* | 0
C#Cc1ccc([C@@H]2C=C(C(=O)O)O[C@H](OCc3ccc(CO)cc3)C2)cc1 | -12% | -5% | -8% | -1% | -1 | 0.2% | 18 | 1% | 0% | -5 | 18
CCOc1ccc(C(C)=O)cc1COC(=O)CCc1cc(OC)c(OC)c(OC)c1 | -4% | 1% | 0% | -1% | 10 | -0.5% | 9 | -3% | 0% | -11 | 5
Cc1cc(C(F)(F)F)nn1CCCNC(=O)c1cnccn1 | -8% | -2% | u | 1% | 15 | -0.7% | 4 | 8% | 6% | 17 | 4
CCOC(=O)Cc1c(C)nc(-c2ccccc2)[nH]c1=O | 9% | 1% | -1% | 0% | 3 | -0.8% | 12 | 1% | -3% | 11 | 5
CC(=O)c1cccc(NC(=O)c2ccc3c(c2)CCN3S(=O)(=O)c2ccccc2)c1 | 12% | 8% | u | -7% | 20 | -0.3% | 29 | 13% | 4% | 8 | -4
CC1(c2nnc(-c3ccncc3)o2)CC(c2ccc(F)cc2)=NO1 (stereo not given) | -7% | 4% | -3% | 6% | 16 | -0.3% | 27 | -20% | 4% | -3 | 3
O=C(NC1CC2CCCC(C1)N2Cc1cccs1)N1CCOCC1 (stereo not given) | 14% | 2% | 0% | 3% | 2 | -1.7% | -28 | 3% | -1% | -12 | 1
O=C(CCc1nnc2ccc(NCc3ccco3)nn12)Nc1ccc(F)cc1F | -5% | 2% | -1% | 4% | -1 | -0.3% | 7 | -6% | x | 11 | x
CC(C)(C)c1ccc(N2C(=O)CC(c3ccccc3)C2=O)cc1 (stereo not given) | -7% | 10% | u | -3% | -9 | 0.2% | -8 | 0% | x | 2 | 0
N#C/C(C(=O)N1CCOCC1)=c1/s/c(=C\c2ccccn2)c(=O)n1-c1ccccc1 | 12% | 0% | u | 0% | 0 | -0.2% | 15 | 2% | -1% | -2 | 0
